# KB-V1 MDR tox: kills drug-selected multidrug resistant KB-V1 cells | Potency, µM (doses to about 46.1 µM), without a hit: top-dose activity change, negative = cytotoxicity, hits mostly cytotoxic | 400,000 tested, 3.4% active | KB-V1 MDR cells viability, CellTiter-Glo, 72 h; note: potency is the fitted concentration of half-maximal effect; % is set by controls: 0 for no effect and ±100 for the full control effect; nearly all actives have a fitted effect of over 60% in size
#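 Following 72 h at 37 degrees C with compound, KB-V1 cell viability was read by CellTiter-Glo luminescence, medium being phenol-red-free DMEM plus 10% FBS; concentration-response parameters came from normalized, curve-fitted qHTS data.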
# GLP1R cytotox: cytotoxic in the GLP-1 receptor inverse agonist counter-screen; HEK293 cAMP-luciferase reporter cells, luminescence, 24 h; Potency, µM (doses to about 38.3 µM), without a hit: at the highest dose activity change, negative = inhibition, most hits filed as inhibitors; 410,000 tested, 0.13% active; AID 624418;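 note: loss of luciferase light is scored as toxicity; potency is the fitted concentration of half-maximal effect; % is set by controls: 0 for no effect and ±100 for the full control effect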
#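 1536-well qHTS counterscreen of the MLSMR; 200 cells/uL, 12 h pre-incubation, 23 nL cpd, 24 h at 37 deg C 5% CO2, luciferase detection reagent, 12 min RT, luminescence. Inhibition = undesired.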
# D3 ag: D3 dopamine receptor (human) agonism; P35462; D3R DiscoveRx beta-arrestin cells, luminescence, 90 min; max activation, %; 410,000 tested, 0.58% active; AID 652048; in the data active = max activation above about 30%; note: 0% is about no effect; mostly tested at two doses, the higher about 12 µM
# Target sequence (P35462 whole entry, looked up): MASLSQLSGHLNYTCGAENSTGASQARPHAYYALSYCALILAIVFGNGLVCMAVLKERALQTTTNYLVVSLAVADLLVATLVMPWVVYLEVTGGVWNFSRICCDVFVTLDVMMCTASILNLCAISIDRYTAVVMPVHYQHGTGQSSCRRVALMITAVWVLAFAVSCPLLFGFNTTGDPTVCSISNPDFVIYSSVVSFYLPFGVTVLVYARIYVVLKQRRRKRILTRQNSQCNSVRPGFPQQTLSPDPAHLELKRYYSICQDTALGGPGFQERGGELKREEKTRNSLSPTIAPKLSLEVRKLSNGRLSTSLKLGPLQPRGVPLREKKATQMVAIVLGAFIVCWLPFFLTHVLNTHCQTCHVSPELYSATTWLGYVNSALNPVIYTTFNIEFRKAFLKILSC
#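 Agonist-mode cell screen: cells plated at 1500/well and incubated overnight at 37 °C, then exposed to library compounds for 90 min at 37 °C. Detection reagent was added for 30–60 min at room temperature, and luminescence was read.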
# HT1080 IDH1KD tx: HT-1080 IDH1 knockdown cell toxicity (counter line); Potency, µM (titrated, usually from 46.1 µM), for the others: at the top dose activity, negative = toxicity, hits mostly cytotoxic; HT-1080 IDH1 knockdown viability, ATP luminescence, 48 h; 360,000 tested, 2% active;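 note: potency is the fitted concentration of half-maximal effect; 0% = DMSO wells and -100% = cell-free medium wells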
#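 Assay cells: HT-1080 with IDH1 knockdown, 750 per well, RPMI/5% FBS. Exposure: 48 h at 37 °C following 2 h pre-incubation. Read: CellTiter-Glo luminescence; fitted concentration-response, curve class assigned.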
# KB-3-1 cytotox: kills parental KB-3-1 adenocarcinoma cells. KB-3-1 viability, CellTiter-Glo ATP luminescence, 72 h. Potency, µM (titrated, usually from 46.1 µM), for the others: at the top dose activity change, negative = cytotoxic, usual class: cytotoxic. 400,000 tested, 1.4% active. AID 1347075; note: potency is the fitted concentration of half-maximal effect; % is set by controls: 0 for no effect and ±100 for the full control effect; nearly all actives have a fitted effect of over 60% in size
#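 KB-3-1 cells, DMEM (no phenol red) + 10% FBS; compound by pin transfer, 72 h, 37 °C. Readout: CellTiter-Glo luminescence after 10 min. Data normalized, curve-fitted.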
# SW480 rereplic: inducers of DNA re-replication in SW480 colon cancer cells; SW480 DNA re-replication, Hoechst DNA content imaging, 48 h; Potency, µM (doses to about 46.1 µM), without a hit: at the top dose re-replication activation, actives largely listed as activators; 340,000 tested, 1.8% active; note: potency is the fitted concentration of half-maximal effect; % of control where 0% means no effect; nearly all actives have a fitted effect of over 55% in size
#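 Hoechst fluorescence of nuclei (405 nm excitation, 500-530 nm emission) measured by plate-scanning imager after 48 hr compound exposure at 37 C; re-replication scored as increased number of nuclei with elevated intensity.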
# HT1080NT lethal: kills 2HG-producing HT-1080-NT fibrosarcoma cells | HT-1080-NT fibrosarcoma viability, CellTiter-Glo ATP luminescence, 48 h | Potency, µM (doses to about 46.1 µM), for inactives: at the top dose activity, negative = less viability, most hits filed as cytotoxic | 360,000 tested, 1.6% active;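 note: NT is the 2HG producing partner of a matched IDH1 knockdown line; potency is the fitted concentration of half-maximal effect; 0% = DMSO-treated cells and -100% = media-only wells without cells; nearly all actives have a fitted effect of over 55% in size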
#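 Viability by CellTiter-Glo luminescence after 48 h compound exposure at 37C of HT-1080-NT cells (750/well, RPMI, 5% FBS). % activity scaled between DMSO wells and medium-only wells, then curve-fitted and categorized by curve class.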
# MCF10A rerep: induces DNA re-replication in MCF 10a normal breast cells | 350,000 tested, 2.9% active | AID 624296 | MCF 10A DNA re-replication, Hoechst nuclear intensity, 48 h | Potency, µM (titrated, usually from 46.1 µM), inactives show top-dose activity, positive = re-replication, most hits filed as activators; note: potency is the fitted concentration of half-maximal effect; % of control where 0% means no effect; nearly all actives have a fitted effect of over 50% in size
# IL1B secr inh: inflammasome signaling inhibition, IL-1 beta readout | THP-1 LPS/ATP IL-1B secretion, AlphaLISA, 16 h; hits give low values | activity change, % at 57.5 µM | 360,000 tested, 4.7% active | AID 743279; in the data active = activity change below about -50%; inconclusive = mostly about -30% to -49%; note: % is set by controls: 0 for no effect and ±100 for the full control effect
#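 Secreted IL-1B measured by AlphaLISA bead assay after 16 h compound exposure of THP-1 cells; compounds (final up to 57.5 uM) added 1 h before LPS (250 ng/mL) and ATP (1.25 mM) stimulation; lower signal means less secretion.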
# An asterisk follows results filed as active; ? = inconclusive; / = not tested or not shown; & = joins results of further samples; [ ] = dose if it differs, or a comment. Unless noted, calls come from the whole dose curve; as a rule, active = well fitted curve in the direction sought with a large enough effect; inconclusive = small, poorly fitted or top-dose-only effect, or another doubt; inactive = no such curve, though single readings can be large; an effect the other way counts as inactive or inconclusive.
SMILES,KB-V1 MDR tox,GLP1R cytotox,D3 ag,HT1080 IDH1KD tx,KB-3-1 cytotox,SW480 rereplic,HT1080NT lethal,MCF10A rerep,IL1B secr inh
CCOC(=O)c1c(C)[nH]c(C)c1S(=O)(=O)N1CCC(C(=O)N2CCN(c3ccccc3F)CC2)CC1,5%,7%,5,/,22%,/,/,/,/
CCOC(=O)C1=C(C)NC(C)=C(C(=O)OCC)C1C(=O)OCC(=O)N1CCCCC1CC (stereo unspecified),?,-3%&-3%,-5&4,1%&17%,-4%&8%,-1%&-8%,-3%&16%,-6%&2%,-3&-10
CCOC(=O)C1CCCN(C(=O)c2cc3c(=O)n(C)c4ccccc4c3s2)C1 (stereo unspecified),-22%,8%,7,/,9%,/,/,/,/
O=C(c1ccc(Cl)c(S(=O)(=O)N2CCCC2)c1)N1CCCCC1,/,2%,-2,1%,/,-2%,6%,-18%,5
CC1CCCC(C)N1C(=O)CSc1ccc(-c2ccc3c(c2)OCCO3)nn1 (stereo unspecified),3%,-9%,2,-8%,-1%,11%,?,26%,7
CCOC(=O)c1[nH]c2ccc(F)cc2c1NC(=O)c1ccccc1C(=O)O,-2%,-3%,5,6%,3%,8%,11%,0%,7
Cc1ccc(NS(=O)(=O)c2cc3[nH]c(=O)c(=O)[nH]c3cc2C)cc1N(C)C,14%,0%,4,/,13%,/,/,/,/
O=C(Nc1ccccc1OC(F)F)C1CC(=O)N(Cc2ccccc2)C1 (stereo unspecified),-15%,0%,2,4%,?,-8%,5%,-3%,3
COc1ccc2c(c1OC)c(=O)n1c3ccc(OC(C)C(=O)NCCCN4CCOCC4)cc3c3ccnc2c31 (stereo unspecified),16%,33%[activator],2,-11%,0%,18µM*,-2%,5.8µM*,?
O=C(CSc1n[nH]c(=O)[nH]c1=O)NCC1CCCCC1,2%,1%,0,-8%,-25%,-2%,8%,-5%,-1
O=S1(=O)CCOC[C@H](c2ccccc2)N1Cc1ccccc1,?,10%,9,19%,?,-5%,4%,?,-3
Cc1cccc(NC(=O)Cn2nc(-c3ccco3)ccc2=O)c1C,7%,9%,0,10%,2%,-5%,10%,1%,10
CC(=O)Nc1ccc(NC(=O)COC(=O)c2c(C)nn(-c3ccccc3)c2C)cc1,6%,4%,0,-1%,-12%,0%,-3%,5%,-2
Cc1cc2c(cc1S(=O)(=O)N1CC(C)CC(C)C1)OCC(=O)N2 (stereo unspecified),17%,1%,3,2%,0%,-2%,?,3%,15
Cc1cc2c(c(SCC(N)=O)n1)C(=O)OC2,-15%,5%[0.307 µM],5,-1%,-6%,-4%,7%,1%,-17
O=C(CSc1nc2ccccc2[nH]1)NC1CCCC1,-14%,0%,-10,15%,-4%,2%,6%,5%,-2
Cc1ccc(S(=O)(=O)N2CCN(C(=O)CCC(=O)NCc3cccc(C(F)(F)F)c3)CC2)cc1,-9%,-6%,-15,-1%,0%,-1%,-13%,-2%,0
CCC1CCCCN1C(=O)/C=C/c1ccc2c(c1)OCO2 (stereo unspecified),-4%,-5%,-13,11%,14%,-11%,8%,19%,-20
CCOC(=O)c1cccc(Nc2ccc3cc(S(=O)(=O)N4CCCCC4)ccc3n2)c1,?,-26%,12,/,?,/,/,/,/
Cc1ccc2oc(-c3ccc(NC(=O)CC(C)C)cc3)nc2c1,1%,-14%,0,-5%,1%,2%,-6%,-3%,-6
O=C(CSc1nnc(-c2ccncc2)o1)Nc1cc(Cl)ccc1C(=O)O,0%,-4%,-13,3%,-5%,-3%,-24%,-1%,-15
c1ccc2c(OCCCCN3CCCC3)cccc2c1,-8%,17%,-1,-11%,0%,-11%,-12%,2%,-2
COc1cccc(/C=N/NC(=O)CNC(=O)c2ccc(S(=O)(=O)N3CCCC3)cc2)c1OC,7%,-5%,0,5%,3%,-6%,9%,-1%,-5
CCN(CC)c1ccc(NC(=O)Nc2cccc3ccccc23)cc1,0%,-7%,-12,?,11%,5%,?,-5%,-20
Cc1ccc(OCc2nc(-c3ccccn3)n[nH]2)cc1,0%,2.5µM*,-5,-15%,?,10%,-10%,22%,47

# Quoted from the listing:
# `Cc1cc2c(cc1S(=O)(=O)N1CC(C)CC(C)C1)OCC(=O)N2` (stereo unspecified) in HT1080 IDH1KD tx is entered as 2%
# `O=C(Nc1ccccc1OC(F)F)C1CC(=O)N(Cc2ccccc2)C1` (stereo unspecified) in SW480 rereplic is entered as -8%

# Next results
SMILES,KB-V1 MDR tox,GLP1R cytotox,D3 ag,HT1080 IDH1KD tx,KB-3-1 cytotox,SW480 rereplic,HT1080NT lethal,MCF10A rerep,IL1B secr inh
O/N=C/c1ccn(-c2ccc(Br)cc2)c1,-7%,-6%,-2,-11%,-8%,-63%[inhibitor],2%,?,4
Cc1cc(-n2[nH]c(C)c(C)c2=O)nc(-c2ccccc2O)n1,0%,7%,2,?,?,?,-18%,?,82
O=[N+]([O-])c1ccccc1CSc1nc2ccccc2o1,-19%,11%,-23,-1%,8%,14%,0%,1%,16
CCSc1nnc(-c2ccccc2NC(=O)CC)c(=O)[nH]1,5%,-7%,0,-3%,-9%,1%,6%,0%,5
COc1ccc(N2C(=O)C(CC(=O)Nc3ccc(F)cc3)N(CCC3=CCCCC3)C2=O)cc1 (stereo unspecified),-2%,-8%,2,/,0%,/,/,/,/
O=C(O)c1cc(-n2cccc2)ccc1N1CCOCC1,?,0%,2,0%,3%,-9%,13%,3%,1
CCN(CC)Cc1ccccc1CNC(=O)c1cccc(S(=O)(=O)Nc2ccc3c(c2)OCO3)c1,14%,-22%,-11,-7%,-3%,-14%,3%[9.24 µM],?,-23
CCc1cccc(C)c1NC(=O)CSc1nc(-c2ccccc2F)nc2nc[nH]c12,-19%,-1%,-8,-3%,-4%,-3%,-1%,-3%,1
Nc1nc(Cl)cc(Oc2ccc([N+](=O)[O-])cc2)n1,-20%,0%,-7,5%,8%,-24%,14%,-2%,2
COc1ccc(CNC(=O)C(=O)Nc2cccc(C)c2C)cc1,0%,-9%,3,/,5%,/,/,/,/
Cc1c(N)cc(N)cc1C(=O)O,23%,25%,0,19%,5%,-2%,-9%,1%,-5
COCCC(=O)N1CCC(C(=O)Nc2ccc(Oc3ccccc3)nc2)CC1,25%,-4%,4,8%,18%,2%,12%,2%,16
CCOc1ccc(S(=O)(=O)Nc2cccc(C(=O)N(C)CC(=O)Nc3ccc(OC)cc3)c2)cc1,-27%,-14%,3,-6%,-9%,3%,-3%,-5%,5
CCOC(=O)N1CCC(NC(=O)c2cnc3n(c2=O)CCS3)CC1,4%,4%,3,3%,11%,-9%,6%,6%,17
CC1(C)c2cc(Cl)ccc2-n2c1cc(O)c(-c1ccccc1)c2=O,-10%,2%,8,-20%,3%,-4%,5%,-2%,15
COc1ccc(N2CCN(C(=S)Nc3ccc(OC)cc3OC)CC2)cc1,3%,4%,0,9%,-7%,-9%,15%,3%,-21
O=C(COC(=O)c1ccc([N+](=O)[O-])s1)c1ccc[nH]1,-5%,6%,-4,2%,7%,4%,7%,-1%,17
Cc1ncoc1C(=O)N1CCCC(N2CCN(c3ccccc3F)CC2)C1 (stereo unspecified),-18%,-17%,-4,0%,0%,12%,-2%,-2%,34
COc1ccccc1CN(Cc1nc2ccccc2c(=O)[nH]1)S(=O)(=O)c1ccc(C)cc1,-20%,9%,0,0%,-27%,1%,-8%,-5%,-12
CCN(CC)CCCCCOc1ccccc1OC,4%,5%,-17,-15%,-18%,-14%,4%,1%,6
COc1ccc(Cn2nnnc2CN2CCN(c3ccc(OC)cc3)CC2)cc1,0%,0%,1,2%,13%,-9%,0%,-5%,23
CCOc1ccccc1CNS(=O)(=O)c1ccc2c(c1)C(C)(C)C(=O)N2C,?,-12%&12%,3&1,3%,2%&-15%,-6%,1%,-2%,28
CCOc1cccc(-c2cc(=O)[nH][nH]2)c1,-2%,-2%,-15,0%,-6%,-1%,-6%,7%,-13
COc1ccc(C2C(C(=O)Nc3cc(C)on3)c3ccccc3C(=O)N2C)cc1 (stereo unspecified),-4%,-12%,0,12%,4%,-1%,16%,1%,-6
CN(C)S(=O)(=O)c1ccc(NC(=O)N2CCN(c3cccc(C(F)(F)F)c3)CC2)cc1,?,-6%,-6,?,?,13%,?,?,-4

# More entries follow:
SMILES,KB-V1 MDR tox,GLP1R cytotox,D3 ag,HT1080 IDH1KD tx,KB-3-1 cytotox,SW480 rereplic,HT1080NT lethal,MCF10A rerep,IL1B secr inh
COC(=O)c1ccc(NC(=O)Cn2nnc(-c3cccs3)n2)cc1,2%,3%,0,1%,2%,-2%,0%,-3%,-12
O=c1onc(-c2ccccc2)c2ccccc12,21%,-10%,10,5%,1%,-8%,5%,0%,-17
Cc1c(NC(=O)c2cc(Br)ccc2Cl)cccc1-n1cnnn1,-13%,11%,-7,8%,-3%,-25%,-9%[9.24 µM],8%,-28
O=C(O)C1CCCCC1C(=O)Nc1ccc2c(c1)OCCO2 (stereo unspecified),-5%,2%,-1,5%,-1%,-6%,-1%,2%,13
C/C(=N\NC(=O)c1cccc(S(=O)(=O)N2CCCC2)c1)c1ccc(F)cc1,-16%,14%,1,10%,-2%,0%,3%,2%,16
Cc1cccnc1NC(=O)c1cccc(NC(=O)CC2SC(N3CCCCC3)=NC2=O)c1 (stereo unspecified),-9%,11%,-6,-5%,-1%,-3%,-3%,0%,2
N=C1C(c2nc3ccccc3[nH]2)=C(O)CN1c1ccc(F)cc1,-17%,-8%,-2,5%,4%,-4%,5%,0%,-2

# Bioassay records from PubChem BioAssay.
